SRC3 TRFRET art = flags TR-FRET format artefacts in PPARgamma SRC-3 recruitment agonist screen; TR-FRET artefact counter-screen, PPARgamma/SRC-3 format; stronger effect = higher value; 0.39% of 99,000 active; TR-FRET ratio at 8 µM; AID 1048; in the data active = TR-FRET ratio above about 2000; note: inactives centre near 1600; reference of the scale not given here
SRC1 TRFRET art = flags TR-FRET format artefacts in PPARgamma SRC-1 recruitment agonist screen. TR-FRET ratio at 8 µM. TR-FRET detection artefact counter-screen, emission ratio; stronger effect = higher value. 0.34% of 99,000 active; in the data active = TR-FRET ratio above about 2300; note: inactives centre near 1800; reference of the scale not given here
Starred values were filed as active, the others as inactive. A portion of the library (hit frequency here may not be typical).

SMILES | SRC3 TRFRET art | SRC1 TRFRET art
Cc1ccccc1Nc1nc(N)nc(COC(=O)c2cccc(S(=O)(=O)N(C)c3ccccc3)c2)n1 | 1830 | 1862
Cc1ccccc1Nc1nc(N)nc(CSc2nc3ccccc3c(=O)n2CCCO)n1 | 1334 | 1977
COc1cc(/C=N/NC(=O)C2(O)c3ccccc3-c3ccccc32)ccc1O | 1630 | 1895
CSc1ccc(C(=O)C2CCCN(C(=O)c3ccc(C)nc3)C2)cc1 (stereo not drawn) | 1833 | 1673
CCCCCn1c(N)c(-c2nc3ccccc3o2)c2c([N+](=O)[O-])nn(CC)c(=O)c21 | 1715 | 2204
COC(=O)c1cc2sccc2n1CC(=O)Nc1cccc(SC)c1 | 1683 | 1940
COc1ccc(/C=C(\NC(=O)c2cccs2)C(=O)Nc2ccc(C)cc2)cc1OC | 1585 | 1775
COc1cc([N+](=O)[O-])c2ncsc2c1 | 1607 | 1675
CN1CCN(c2ccccc2NC(=O)c2cccc([N+](=O)[O-])c2)CC1 | 1429 | 1808
CC(C)(C)c1ccc(S(=O)(=O)NCc2ccc(C(=O)NCc3ccccn3)cc2)cc1 | 1631 | 1793
Cc1cc(C)nc(SCC(=O)Nc2ncc(Cc3cccc(Cl)c3)s2)n1 | 1651 | 1731
CCc1nc(N2CCN(C(=O)c3ccccc3)CC2)c2c3c(sc2n1)CCCC3 | 1770 | 1895

7 entries from above in a different format.
SMILES	SRC3 TRFRET art	SRC1 TRFRET art
CN1CCN(c2ccccc2NC(=O)c2cccc([N+](=O)[O-])c2)CC1	1429	1808
Cc1ccccc1Nc1nc(N)nc(CSc2nc3ccccc3c(=O)n2CCCO)n1	1334	1977
COC(=O)c1cc2sccc2n1CC(=O)Nc1cccc(SC)c1	1683	1940
CC(C)(C)c1ccc(S(=O)(=O)NCc2ccc(C(=O)NCc3ccccn3)cc2)cc1	1631	1793
Cc1ccccc1Nc1nc(N)nc(COC(=O)c2cccc(S(=O)(=O)N(C)c3ccccc3)c2)n1	1830	1862
COc1cc([N+](=O)[O-])c2ncsc2c1	1607	1675
CSc1ccc(C(=O)C2CCCN(C(=O)c3ccc(C)nc3)C2)cc1 (stereo not drawn)	1833	1673

(cont.)
SMILES | SRC3 TRFRET art | SRC1 TRFRET art
CCOC(=O)NNS(=O)(=O)c1cc(Br)ccc1Br | 1280 | 1743
CCO[C@@H]1OC(C(=O)Nc2ccccc2)=C[C@H](c2ccc3c(c2)OCO3)[C@H]1CCCO | 1537 | 1770
Cc1n[nH]c(C)c1CCN(C)Cc1cn(C)nc1-c1ccc2c(c1)OCCO2 | 1788 | 1810
Cc1cc(C)n(-c2nnc(NC(C)(C)C)nn2)n1 | 1664 | 2000
O=C1Nc2ccccc2C(O)(C(=O)NCc2ccco2)N1c1ccc(Cl)cc1 (stereo not drawn) | 1288 | 1773
COC(=O)[C@@]1(Cc2ccccc2)[C@H]2c3cc(C(=O)N4CCCC4)n(CCSCCO)c3C[C@H]2CN1C(=O)c1ccccc1 | 1684 | 1902
Cc1cccc(C)c1NC(=O)CN(c1ccccn1)S(=O)(=O)c1ccccc1 | 1532 | 1925
Cc1ccc(-n2c(C)nn(Cc3ccc([N+](=O)[O-])cc3)c2=O)cc1 | 1325 | 1610
CNC(=O)c1c(NC(=O)c2ccc(N3C(=O)CCC3=O)cc2)sc2c1CCCC2 | 1456 | 2108
COc1cccc(CNC(=S)NC2CCCC2)c1 | 1682 | 2100
CS(=O)(=O)N(CC(=O)N/N=C/c1ccccn1)c1ccc(Oc2ccccc2)cc1 | 1468 | 1736
CCNc1nc(NCC)n2c(SCC(=O)c3ccccc3F)nnc2n1 | 1704 | 1767
CNCc1ccccc1Sc1ccc(O)c(O)c1 | 1632 | 1833
Cc1ccc(NC(=O)c2ccc(NCCc3ccccc3)c([N+](=O)[O-])c2)cc1F | 1686 | 1886
COc1ccc(-c2csc(NC(=O)CN3C(=O)CCC3=O)n2)c(OC)c1 | 1635 | 1790
O=C(CCC1CCCN(C(=O)Cc2cccc(F)c2)C1)N1CCN(c2ccccn2)CC1 (stereo not drawn) | 1598 | 2019
CCOC(=O)CCNC(=O)N1CCCC(C(=O)c2ccccc2SC)C1 (stereo not drawn) | 1559 | 1797
CS(=O)(=O)N1CCc2cc(S(=O)(=O)NCCNS(=O)(=O)c3ccc4c(c3)CCN4S(C)(=O)=O)ccc21 | 1453 | 1685
Cc1cc2cc(C)c3nnc(SCC(=O)Nc4ccc(S(=O)(=O)N5CCCCC5)cc4)n3c2cc1C | 1508 | 1815
O=C(CN1CCN(S(=O)(=O)c2ccc(F)cc2)CC1)c1ccc(O)c(O)c1 | 1842 | 1784
COc1cccc(Nc2ccc(Nc3cccc(OC)c3)nn2)c1 | 1774 | 2143
O=C(O)c1cc(-c2ccc(/C=N/N3C(=O)C4C5C=CC(C6CC56)C4C3=O)o2)ccc1Cl (stereo not drawn) | 1538 | 1753
CC1=Nc2cc(C(=O)O)ccc2Sc2ccc(C)cc21 | 1593 | 1649
C=CCNC(=O)c1cc(Cl)ccn1 | 1684 | 1990
Oc1ccc(NC(=S)N=Nc2c(O)[nH]c3ccccc23)cc1 | 1506 | 1988
Cc1cc(-c2ccccc2)nc(N/N=C/c2ccc([N+](=O)[O-])cc2)n1 | 1680 | 1737
COc1cccc(NC(=O)Nc2ccncc2)c1 | 1675 | 1762
CC(C)c1ccc(S(=O)(=O)N2CCCCC2)cc1 | 1682 | 1849
CCCCNS(=O)(=O)c1ccc2nc(-c3cccnc3)cc(C(=O)NCCCOCC)c2c1 | 1546 | 1987
Cn1c(SCC(=O)c2ccc3c(c2)NC(=O)CO3)nc2ccccc21 | 1733 | 1689
CCOC(=O)N/N=C/c1c(C)c(C(=O)c2ccc(F)cc2)n2ccccc12 | 1429 | 2010
COc1ccc(CNC(=O)c2coc(=O)c3ccccc23)cc1 | 1469 | 1701
CC(CCc1ccccc1)NC(=O)COc1ccc(S(=O)(=O)N2CCOCC2)cc1[N+](=O)[O-] (stereo not drawn) | 1334 | 1668
COc1cc(/C=C2/NC(=O)NC2=O)cc(Br)c1OCc1cccc(C(=O)O)c1 | 1543 | 2031
CS(=O)(=O)N1CCN(c2ncnc3c2cnn3-c2ccccc2)CC1 | 1175 | 1796
O=C(CN1CCC(n2nnc3cc(F)ccc32)CC1)NC1CC1 | 1727 | 1503
COc1cc(SC)ccc1C(=O)OCC(=O)NC1CC1 | 1676 | 1907
Cc1cc(N2CCN(C3CCCCC3)CC2)n2nc(C)nc2n1 | 1609 | 1904
C#CCSc1nc2[nH]ncc2c(=O)[nH]1 | 1686 | 2096
O=C(C1CCC(=O)N1Cc1cccs1)N1CCOCC1 (stereo not drawn) | 1534 | 1825
CCc1nnc(NC(=O)CCN(c2cc(C)cc(C)c2)S(=O)(=O)c2ccc(Cl)cc2)s1 | 1595 | 1849
COC(=O)c1c(NC(=O)CCC(=O)O)sc2c1CCCCC2 | 1305 | 1786
O=C(CCl)N1CCN2C(=O)c3ccccc3C12c1ccc(Cl)cc1 (stereo not drawn) | 1663 | 1741
CCc1nn(CC(=O)Nc2cc(C)ccc2C)c(=N)s1 | 1667 | 1595
Cc1nnc(SCC(=O)N(C(C)C)C(C)C)[nH]c1=O | 1656 | 1951
C=CCc1cccc(/C=C/c2cc(=O)c3ccccc3[nH]2)c1O | 1577 | 1686
CCN(CC(=O)Nc1ccc(C(C)=O)cc1)CC(=O)Nc1cccc(OC)c1 | 1629 | 1924
CC(C)[C@H](NC(=O)[C@H](CCCN=C(N)N)NC(=O)NC(Cc1ccccc1)C(=O)O)C(=O)NC(C=O)CCCN=C(N)N (stereo partly drawn) | 1577 | 1914
O=C(NC(=S)Nc1cccc2ncccc12)c1ccccc1 | 1568 | 1594
O=c1c(-c2ccccc2)c[nH]n1-c1cccc([N+](=O)[O-])c1 | 1737 | 1907
O=C(NCCc1ccccc1)N1CCCC(CNS(=O)(=O)Cc2ccccc2)C1 (stereo not drawn) | 1743 | 1636
CCC(C)N(C(=O)COc1ccc(NC(C)=O)cc1)C1CCS(=O)(=O)C1 (stereo not drawn) | 1499 | 1667
CCOC(=O)c1c(/N=C/c2cccc(C)c2O)sc2c1CCN(C)C2 | 1675 | 1889
COc1cc(C(=S)N2CCCCC2)ccc1OCC(=O)Nc1ccccc1Cl | 1729 | 1859
Cc1ccccc1OCC(=O)OCC(=O)c1ccc(-c2ccccc2)cc1 | 1564 | 1782
CCc1nn(C(C)C(=O)NC(C)CCc2ccco2)c(=O)c2cc3occc3n12 (stereo not drawn) | 1573 | 1934
CCc1ccc(/C=N/NC(=O)C(=O)NCCCN2CCOCC2)cc1 | 1701 | 1745
Cc1ccc(NC(=O)CN2CCN(S(=O)(=O)c3cccs3)CC2)cc1S(=O)(=O)N(C)C | 1669 | 1784
Cc1ccc(NC(=O)C2CC(=O)N/C(=N/N=C/c3ccco3)S2)cc1C (stereo not drawn) | 1571 | 1848
COC(=O)[C@H]1C[C@@H]1[C@H](NC(=O)c1cnccn1)c1ccccc1 | 1332 | 1703
New compounds follow
SMILES | SRC3 TRFRET art | SRC1 TRFRET art
CCN(CC)C(=O)/C(=C/c1cn(S(=O)(=O)N(C)C)c2ccccc12)NC(=O)c1ccc(OC)cc1 | 1483 | 1700
O=C(Nc1nnc(SCC(=O)N2CCCc3ccccc32)s1)c1ccccc1 | 1597 | 1801
COc1cc2nc(Cl)nc(N3CCN(C)CC3)c2cc1OC | 1570 | 1826
COCC(=O)N1CCN(c2cccc(C(F)(F)F)c2)CC1 | 1601 | 1851
C=CCn1c(COc2ccc(F)cc2)nnc1SCC(=O)c1c[nH]c2c(CC)cccc12 | 1631 | 1918
CCCC(=O)NC(NC1CCS(=O)(=O)C1)C(Cl)(Cl)Cl (stereo not drawn) | 1160 | 1507
CCC/C(O)=C1\C(=O)CC(c2ccccc2)CC1=NCCc1c(C)[nH]c2ccccc12 (stereo not drawn) | 1707 | 1921
Cc1ccc(C2=NN(CC(=O)NCc3cccs3)C(=O)CC2)cc1 | 1497 | 1796
O=C(CN1C(=O)CCC1=O)Nc1nc(-c2ccc(Oc3ccccc3)cc2)cs1 | 1727 | 1815
CCOc1cc(C(=O)Nn2cnnc2)cc(OCC)c1OCC | 1493 | 1865
CCC(=O)NC1(Cc2ccc(O)cc2)CCCCC1 | 1541 | 1654
Cc1cccc(N2C(=N)SCC2=O)c1C | 1641 | 1779
COc1ccc(Cn2ccnc2)cc1[N+](=O)[O-] | 1570 | 1671
CN(C)/C=N/c1nc2nccc(-c3cccc(Cl)c3)n2n1 | 1491 | 2016
CN(C)c1ccc(C(CNC(=O)c2ccccc2Br)c2c[nH]c3ccccc23)cc1 (stereo not drawn) | 1631 | 1664
CCOC(=O)N1CCN(C(=O)CCCCn2c(=S)[nH]c3ccsc3c2=O)CC1 | 1593 | 1979
Cc1nc(NC(=O)c2ccccc2)sc1Cc1ccc2c(c1)OCO2 | 1507 | 1838
COc1cc(C(=O)N2CCC(C(=O)Nc3cccc(C(C)=O)c3)CC2)cc(OC)c1OC | 1331 | 1679
CCOC(=O)c1ccc(NC(=O)Cn2nnc(-c3ccc(F)cc3)n2)cc1 | 1544 | 1669
CN1CCN(C(=O)c2ccc(C(C)(C)C)cc2)CC1 | 1442 | 1912
O=C(O)CNS(=O)(=O)c1ccc(C2CCCCC2)cc1 | 1522 | 1752
CCCCC(=O)NC(=S)NNC(=O)c1ccc(OC)cc1 | 1550 | 2019
Cc1ccc[n+](CC(=O)/C=C2\N(C)c3ccccc3C2(C)C)c1 | 1553 | 1760
COc1ccc(-c2nn(-c3ccccc3)cc2N)cc1 | 1698 | 2111

Full records from above. Order of values: SRC3 TRFRET art, SRC1 TRFRET art
COc1cc(C(=O)N2CCC(C(=O)Nc3cccc(C(C)=O)c3)CC2)cc(OC)c1OC in the list: 1331, 1679
CN(C)c1ccc(C(CNC(=O)c2ccccc2Br)c2c[nH]c3ccccc23)cc1 (stereo not drawn) in the list: 1631, 1664
CN1CCN(C(=O)c2ccc(C(C)(C)C)cc2)CC1 in the list: 1442, 1912

Other structures:
SMILES | SRC3 TRFRET art | SRC1 TRFRET art
CCN(Cc1ccncc1)S(=O)(=O)c1ccc(C(C)=O)cc1 | 1492 | 2229
CCN(CC)S(=O)(=O)c1ccc(N2CCCC2)c(NC(=O)Cc2ccc(OC)cc2)c1 | 1532 | 1910
COc1cc(NC(=O)COc2ccccc2[N+](=O)[O-])ccc1NC(=O)c1cccs1 | 1613 | 1862
O=C(NCCc1ccncc1)Nc1ccc(Cl)c(Cl)c1 | 1548 | 1761
CCCCNC(=O)/C(=C\c1ccc([N+](=O)[O-])o1)NC(=O)c1ccccc1 | 1578 | 1696
O=C(Nc1cccc(-c2cn3c(n2)SCC3)c1)c1ccc(Br)o1 | 1465 | 1535
CC(C)CCN(C(=O)Cc1ccc(Cl)c(Cl)c1)c1c(N)n(Cc2ccccc2)c(=O)[nH]c1=O | 1543 | 1785
O=S(=O)(c1cccc2nonc12)N1CCN(c2ccccc2F)CC1 | 1579 | 1552
N#C/C(=C\c1cn(Cc2ccc(F)cc2)c2ccccc12)C(=O)NCc1ccco1 | 1587 | 1747
CCC1(CC)NC(=O)N(CC(=O)N2N=C(c3ccc(Cl)cc3)CC2c2ccco2)C1=O (stereo not drawn) | 1458 | 1660
COc1ccc(S(=O)(=O)N2CCCC2C(=O)n2nc(C)cc2C)cc1 (stereo not drawn) | 1317 | 1577
CCOC(=O)CCCSc1nc2sc(C)c(C)c2c(=O)[nH]1 | 1484 | 1796
Cc1ccc(CS(=O)(=O)c2ccc(C(=O)N3CCN(c4ccccn4)CC3)cc2[N+](=O)[O-])cc1 | 1363 | 1609
CCC(C)c1ccccc1NC(=O)COC(=O)C1=COCCO1 (stereo not drawn) | 1456 | 1895

Three structures from above, arranged by molar mass, rising:
SMILES | SRC3 TRFRET art | SRC1 TRFRET art
O=C(NC(=S)Nc1cccc2ncccc12)c1ccccc1 | 1568 | 1594
CN1CCN(c2ccccc2NC(=O)c2cccc([N+](=O)[O-])c2)CC1 | 1429 | 1808
COc1cc(/C=N/NC(=O)C2(O)c3ccccc3-c3ccccc32)ccc1O | 1630 | 1895
